# PMI act hi M6P: PMI (human) activation, high substrate. P34949. coupled PMI enzyme assay, resazurin fluorescence, 20 min; stronger effect = higher value; 1 = untreated enzyme, 0 = substrate-free blank. activation factor at 20 µM. 190,000 compounds, 0.34% hits;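 active = activation factor of 2 or more at 20 µM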
# Target sequence (P34949 whole entry, looked up): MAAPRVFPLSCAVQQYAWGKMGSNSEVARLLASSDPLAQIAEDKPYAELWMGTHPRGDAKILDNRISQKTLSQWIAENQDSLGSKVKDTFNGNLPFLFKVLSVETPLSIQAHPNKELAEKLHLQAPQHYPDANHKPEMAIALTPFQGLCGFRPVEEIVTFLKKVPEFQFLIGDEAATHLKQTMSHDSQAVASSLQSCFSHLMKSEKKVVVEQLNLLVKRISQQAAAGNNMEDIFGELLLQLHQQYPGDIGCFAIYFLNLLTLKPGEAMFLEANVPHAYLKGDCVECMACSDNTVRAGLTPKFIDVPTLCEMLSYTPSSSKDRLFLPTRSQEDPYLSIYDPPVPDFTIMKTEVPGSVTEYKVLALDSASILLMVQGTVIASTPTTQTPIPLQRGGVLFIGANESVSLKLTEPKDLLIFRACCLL
#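 Material: human phosphomannose isomerase with PGI, G6PDH, diaphorase coupling enzymes; amount: PMI at 15 ng/mL final; also added: Mannose-6-phosphate 1.0 mM (near-saturating) plus 0.22 mM NADP+; incubation: enzyme reaction with compound 20 min at room temperature; signal: resorufin fluorescence (Ex 544/Em 590 nm) from resazurin via diaphorase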
# S1P3 antagonist: S1P3 (human) receptor antagonism; Q99500; CHO S1P3 NFAT-BLA reporter, FRET fluorescence, antagonist mode; inhibition, % at 4.98 µM; 170,000 compounds, 0.27% hits;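 active = inhibition above the plate cutoff, the mean inhibition of test wells on that plate plus 3 SD, cut at about 28% in these data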;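 note: cells challenged with S1P at its EC80 of 0.8 µM; blue over green emission ratio from cleaved BLA substrate after 4 h stimulation; 0% = S1P-stimulated wells and 100% = unstimulated DMSO-only wells; some compounds past the cut are filed as inactive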
# Target sequence (Q99500 whole entry, looked up): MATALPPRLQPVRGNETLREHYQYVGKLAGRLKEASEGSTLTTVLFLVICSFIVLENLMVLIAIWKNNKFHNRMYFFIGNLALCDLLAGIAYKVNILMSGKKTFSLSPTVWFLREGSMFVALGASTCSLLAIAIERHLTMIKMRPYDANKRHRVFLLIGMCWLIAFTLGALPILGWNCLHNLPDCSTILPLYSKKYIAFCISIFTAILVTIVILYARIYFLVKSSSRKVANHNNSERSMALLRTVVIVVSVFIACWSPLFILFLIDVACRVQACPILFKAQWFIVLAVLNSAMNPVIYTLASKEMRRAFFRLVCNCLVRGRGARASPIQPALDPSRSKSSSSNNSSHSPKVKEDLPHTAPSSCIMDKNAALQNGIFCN
# Diaphorase act: counter-screen for diaphorase-based assays: diaphorase activators and chemical reducers; 190,000 compounds, 0.005% hits; activation factor at 20 µM; Diaphorase/resazurin coupled assay, resorufin fluorescence, 16 min; stronger effect = higher value; 1 = vehicle wells, 0 = NADH-free wells; AID 1229;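 active = diaphorase activity raised at least twofold by the compound at 20 µM; inactive = activation factor below 2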
#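 Assay system: bacterial diaphorase enzyme (C. kluyveri) / Input: enzyme 0.07 U/mL final / Medium: 50 mM HEPES pH 7.4 with 4.542 mM MgCl2, 0.005% Tween 20 / Doses: single compound dose of 20 µM, 1% DMSO final / Incubation: 16 min enzyme reaction, ambient temperature / Signal: fluorescence, excitation 544 nm and emission 590 nm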
# Diaphorase inh: inhibits diaphorase or chemically oxidizes, flagging diaphorase assay artifacts; diaphorase resazurin-to-resorufin fluorescence, NADH, 16 min; bacterial (C. kluyveri) enzyme, not human; inhibition, % at 20 µM; 190,000 compounds, 0.69% hits; AID 1217;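 active = primary screen inhibition at 20 µM above a set limit, cut at about 50% in these data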;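 note: plate controls were DMSO with full reaction for no effect and wells lacking NADH for full effect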
#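 Assay system – diaphorase enzyme from Clostridium kluyveri · Amount – diaphorase 0.14 U/mL (working solution) · Times – reaction incubation of 16 min at room temperature · Controls – No-NADH positive control and DMSO neutral control · Signal – resorufin fluorescence 544/590 nm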
# G6PDH counter: counter-screen for G6PDH assay hits: L. mesenteroides G6PDH inhibition; Purified L. mesenteroides G6PDH, diaphorase/resazurin coupled fluorescence, 45 min; inhibition, % at 5 µM; 200,000 compounds, 0.12% hits; AID 1020
# Redox H2O2 prof: compounds producing H2O2 with reducing agent – biochemical, NIH compound library profiling, artefact control for MLSCN library redox annotation, primary screen; DTT-dependent redox cycling H2O2, phenol red/HRP absorbance; 100% = 100 µM peroxide control, 0% = buffer; activation, % at 10 µM; 200,000 compounds, 0.03% hits; AID 878;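 active = activation of at least 50% relative to the plate's high and low controls in the primary single-dose screen; inactive = activation below 50%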;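 note: compound incubated with DTT at 0.8 mM final as the reducing agent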
# RAM inhibit: yeast RAM network inhibition | S. cerevisiae dse1pr::URA3 reporter, 5-FOA growth OD615, 2 d; analog-sensitive cbk1-as2 kinase mutant strain | inhibition, % at 50 µM | 190,000 compounds, 1.8% hits | AID 868;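 active = inhibition above a set limit, 3 SD over mean compound inhibition, cut at about 8.4% in these data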;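 note: 0% = DMSO-only wells with no growth and 100% = 10 µM 1-NA-PP1 full growth; inhibition rescues growth on 5-FOA so higher OD means more RAM inhibition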
# L major viab: inhibitors of Leishmania major promastigote growth. Leishmania major promastigotes, resazurin fluorescence viability. inhibition, % at 10 µM. 200,000 compounds, 9% hits. AID 1063;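 note: promastigotes grown with compound for 44 hours at 28 °C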
# TLR4 MyD88 comp: blocks binding of human TLR4 to MyD88. O00206+Q99836. HeLa CL3-4 TLR4/MyD88 BLA complementation, FRET ratio. inhibition, % at 8.4 µM. 200,000 compounds, 0.18% hits. AID 861; in the data active = inhibition above about 25%;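 note: 0% = vehicle and 100% = reference inhibitor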
# Hsp70 activator: Hsp70 transcriptional activation, primary screen; HeLa Hsp70 promoter luciferase reporter, luminescence; scaled: vehicle 0, proteasome-inhibitor control 100%; activation, % at 10 µM; 200,000 compounds, 0.04% hits;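 active = activation above the mean across all tested compounds plus 3 SD, cutoff set per campaign, cut at about 5.5% in these data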;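 note: 100% = MG132 at 30 µM as the positive control and 0% = DMSO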
# PMI activator: phosphomannose isomerase (human) activation; P34949; purified human PMI, coupled resazurin fluorescence, 20 min; stronger effect = higher value; 1 = vehicle control, 0 substrate-free wells; activation factor at 20 µM; 190,000 compounds, 0.005% hits;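 active = activation factor of 2 or more at 20 µM, relative to plate controls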
# * marks the source's active call; other numbers are inactive results; x = not tested or not shown. Cut-off read from the data, not from the text of the source, unless noted: active = inhibition above about 50%; inactive = the rest.
SMILES,PMI act hi M6P,S1P3 antagonist,Diaphorase act,Diaphorase inh,G6PDH counter,Redox H2O2 prof,RAM inhibit,L major viab,TLR4 MyD88 comp,Hsp70 activator,PMI activator
Nc1nc(C2C(=O)CCCC2=O)cs1,1.1,-4.6,0.8,19.2,-4.7,2.3,-0.8,-4.9,7.6,-0.3,1
O=C(Nc1nc2ccccc2n1CCN1CCOCC1)c1cn(-c2ccccc2)nc1-c1ccccc1,1.1,23.1,0.8,24.3,8.6,1.5,18.3*,95.7*,6.2,-0.3,1.2
CC(=O)c1ccc(-c2nc3ccccc3n2C)o1,1.1,-11.0,0.9,9.5,9.8,2.7,0.5,0.8,12.3,0.4,1
COCCn1c(-c2ccccc2)nc2oc3ccccc3c(=O)c2c1=O,1,-43.3,0.9,10.9,1.3,-1.4,0.6,4.6,13.5,-0.4,1
CCCCC[C@H](O)/C=C/C1=C(CCCCCCC(=O)O)C(=O)CC1,1.2,0.2,0.9,9.1,6.4,-0.6,2.8,-4.1,14.1,-0.3,1.2
Cc1ccc(-c2ccc(SCC(=O)N3CCN(c4ccccc4)CC3)nn2)cc1,0.9,-11.2,0.9,7.9,-25.8,-0.2,3.2,-6.2,12.7,-0.3,0.9
CC(C)C[C@@H]1NC(=O)[C@H](C(C)C)NC(=O)c2cc([N+](=O)[O-])cc(I)c2NCC[C@@H](C(N)=O)NC1=O,1.4,-12.4,0.9,6.3,13.3,-0.2,2.3,-5.0,-2.3,-0.2,1.3
O=S(=O)(c1ccc(N2CCN(S(=O)(=O)c3ccc4c(c3)OCCO4)CC2)nc1)N1CCCC1,x,6.0,x,x,x,2.4,6.8,18.5,-2.5,-0.1,x
Cc1ccnc(NC(=S)NC(=O)/C=C/c2ccco2)c1,1,x,0.8,17.2,-0.9,0.0,-1.1,-6.0,5.6,0.9,1
C=CCn1c(SCc2ccc(Cl)cc2)nc2c1c(=O)[nH]c(=O)n2C,1,-4.5,1,2.7,14.7,1.9,1.1,12.6,6.1,0.7,1.2
Cc1nc2c(-c3ccc(F)cc3)cnn2c2c1CCC2,0.9,3.7,0.9,10.8,-1.1,-1.5,7.8,1.3,-11.0,-0.4,0.9
Cc1ccc(-n2ncc3c(=O)[nH]cnc32)c(C)c1,0.9,-21.7,0.8,21.2,0.8,0.0,1.1,0.4,7.7,0.1,0.9
COC(=O)c1cc2ccsc2n1CC(=O)Nc1ccc(N(C)C)cc1,0.9,12.8,0.9,5.1,5.8,1.9,1.7,5.4,2.2,0.1,0.9
O=C(Oc1ccc2c(=O)c(Oc3ccc4ccccc4c3)coc2c1)c1cncc(Br)c1,0.9,x,0.9,9.1,5.4,-0.9,4.5,-11.4,17.1,-0.4,0.9
COc1ccccc1N1CCN(C(=O)CSc2nc3ccccc3o2)CC1,0.9,x,0.9,14.0,3.2,-0.7,0.5,-2.1,2.0,-0.3,0.9
COc1cccc(NC(=S)NCc2cccnc2)c1,0.9,1.9,0.8,15.6,2.3,0.0,-0.5,7.6,-14.2,-0.2,1
CS(=O)(=O)N(CC(=O)Nc1ccccc1C(=O)NCc1ccco1)c1ccc2c(c1)OCCO2,1.1,x,0.9,9.8,11.5,1.1,0.9,8.2,2.9,-0.4,1
COc1ccc(N(CC(=O)Nc2ccc(C)c(C)c2)S(=O)(=O)c2c(C)n[nH]c2C)cc1,0.9,-1.7,0.8,22.7,4.4,-0.4,2.5,42.2,7.5,0.0,0.9
O=C(COC(=O)c1cc(-c2ccccc2Cl)nc2ccccc12)Nc1ncc(C(F)(F)F)cc1Cl,1,-1.5,0.9,11.9,-21.8,0.6,1.9,-7.5,5.7,-0.5,0.9
CCC(=O)C1=C(N2CCCC2)CC(C)(C)CC1=O,1,x,0.9,12.8,1.4,0.3,0.2,-2.6,-2.4,-0.4,0.9
O=C(NCc1ccc(Cl)cc1)C(=O)NCC1OCCN1S(=O)(=O)c1ccc2c(c1)OCCO2 (stereo unspecified),1,-6.9,0.9,6.9,9.2,-0.6,3.1,4.4,9.5,-0.2,1
O=C(COC(=O)Cc1ccsc1)NC1CCCCCC1,0.9,3.5,0.8,18.7,2.5,2.5,1.6,-4.8,10.1,-0.6,1
COc1ccc(C(=O)CSc2nc3cccnc3n2C)cc1,0.9,x,0.9,13.8,-2.3,0.2,1.5,-2.8,-1.1,-0.3,0.9
COCCNc1nnc(SC(C)C(=O)Nc2ccc(-c3nc4ccc(C)cc4s3)cc2)s1 (stereo unspecified),1,-0.1,0.7,28.5,-33.4,0.3,1.1,7.1,-7.5,-0.2,0.9
CC(C)N(Cc1nc(-c2ccc(Cl)cc2)no1)C(=O)/C=C/c1ccccc1,1,9.1,0.8,15.8,7.1,0.0,11.7*,-10.0,1.7,-0.5,0.9

# (further entries)
SMILES,PMI act hi M6P,S1P3 antagonist,Diaphorase act,Diaphorase inh,G6PDH counter,Redox H2O2 prof,RAM inhibit,L major viab,TLR4 MyD88 comp,Hsp70 activator,PMI activator
Cc1ccc2cc3cc(C(=O)N(CC(=O)NC4CCCC4)c4cccc(C)c4C)sc3nc2c1,0.9,x,1,4.9,12.4,2.5,5.2,51.0*,6.4,-0.2,0.9
COc1ccc2c(c1)[nH]c1c(=O)n(CCC3=CCCCC3)cnc12,1,x,0.9,7.7,4.3,0.3,5.6,6.9,9.7,-0.2,1
CCC(=O)Nc1cc(C(=O)O)ccc1Sc1ccc(Cl)cc1,1.1,11.9,0.9,5.7,3.8,-0.3,5.1,-7.3,-5.6,0.3,1.1
CCCSC1=C(C#N)C(c2cccnc2)C(C(=O)OCC)=C(c2ccccc2)N1 (stereo unspecified),0.9,x,0.8,17.2,-4.7,-6.6,5.3,43.9,5.7,-0.3,1
CCN1C(=O)CC(N2CCC(C(=O)N3CCOCC3)CC2)C1=O (stereo unspecified),1,6.1,0.8,23.4,2.6,0.3,2.4,-5.4,-2.2,0.1,1
COC(=O)c1ccc(NC(=O)Nc2ccc(F)c(Cl)c2)cc1,0.9,x,0.8,15.6,0.4,0.3,5.4,-5.5,-10.1,0.0,0.9
COc1cccc(C(=O)Nc2c3c(nc4c2CCC4)CCCC3)c1,1.1,-4.9,1.1,-5.3,5.7,-0.3,0.0,24.6,12.5,0.3,1.1
CCCCN(CC)CCCNC(=O)c1csc2c1CCCCC2,1,-1.4,0.9,5.3,3.6,0.0,1.0,86.8*,-9.4,0.3,1
COc1ccc(NC(=O)c2c(N)no[n+]2[O-])cc1,0.9,0.3,1,1.7,0.7,-0.1,2.4,28.2,-0.1,-0.2,1.1
O=C(CSc1cccc2cccnc12)OCC(=O)c1ccc(Br)cc1,1,x,1,1.2,4.6,-0.7,9.6*,-7.5,4.2,-0.2,0.9
COc1ccccc1OCCn1cc(/C=N/n2cnnc2)c2ccccc21,1,-10.8,0.8,18.5,9.8,-0.2,0.8,6.4,-9.5,-0.5,1
CCOC(=O)c1nnn(-c2nonc2NC(C)=O)c1C,1,15.8,0.9,9.8,-14.6,2.8,0.1,-2.8,-0.2,0.0,1
CC1CCC2(CC1)NC(=O)N(CC(=O)Nc1nc(-c3ccc(F)cc3)cs1)C2=O (stereo unspecified),1,x,0.9,9.1,11.9,-0.7,4.1,1.6,5.5,-0.1,0.9
O=[N+]([O-])c1ccc(N2CCOCC2)cc1NCc1ccccc1,0.9,x,0.9,8.4,5.8,-4.1,2.5,-3.2,-2.3,-0.3,1
COc1ccc(CCN2CC(C(=O)O)CC2=O)cc1 (stereo unspecified),0.9,-47.7,0.8,15.8,2.6,2.1,1.1,-2.8,0.6,-0.1,0.9
COc1ccc(C(=O)/C(=C\N(C)C)n2nc(C)cc2C)cc1,0.9,-6.2,0.9,13.4,0.3,-0.2,2.0,-10.4,3.3,-0.1,0.9
CN1CCCN(C(=O)c2ccc(Cl)c(S(=O)(=O)N(C)c3ccccc3)c2)CC1,1.1,x,0.9,9.2,4.6,0.1,-0.4,72.4*,3.0,0.2,1.1
CC1(C)CC(=O)c2sc(NC(=O)CN3CCOCC3)nc2C1,1,-16.9,0.9,11.7,5.6,0.9,1.9,-9.6,-10.2,0.4,1
CCc1ccc(S(=O)(=O)Nc2ccc(-c3nc4cccnc4s3)cc2)s1,0.9,x,0.7,25.3,-12.3,-1.9,7.3,-6.3,-20.1,-0.2,0.9
CCOC(=O)N1CCN(C(=O)CCn2c(=O)[nH]c3ccsc3c2=O)CC1,1,-14.2,0.9,5.3,19.5,-1.4,0.4,-2.5,-2.2,-0.2,1
CN(C)CCCNC(=O)/C(=N\O)c1ccccc1,1,x,1,3.1,2.3,0.0,0.1,-3.3,3.0,-0.2,1
CCOc1ccc(-c2ccc(SCc3ccccn3)nn2)cc1,0.9,-15.6,0.9,13.7,-0.8,-0.2,0.2,13.7,-9.2,0.2,1
CCCc1cc(=O)n2[nH]c(-c3ccc(OC)cc3)nc2n1,0.9,x,0.9,14.3,4.9,0.2,1.1,-0.8,0.1,-0.1,0.9
O=C(c1ccco1)N1CCN(c2nc3ccsc3c(=O)s2)CC1,0.8,-6.5,0.8,24.7,-21.1,0.1,0.7,-9.1,2.7,-0.2,0.8
CC(=O)c1ccc(N2CCN(C(=O)Nc3ccc(C)cc3)CC2)cc1,1,-10.7,1,4.4,5.4,0.0,1.7,3.5,9.5,-0.2,1.1
COc1cc(C(=O)N2CCN(C(=O)C3CC3)CC2)cc(OC)c1OC,1,-16.7,1,3.9,7.7,1.4,2.2,-5.7,5.6,-0.1,1
CCOc1c(CNCCN2CCOCC2)cccc1OC,1.1,x,1,0.3,0.5,0.5,3.4,-0.2,-10.4,-0.3,1
O=C(/C=C/c1ccc(Cl)cc1Cl)Nc1ccc(CN2CCOCC2)cc1,0.9,6.0,0.8,15.8,-25.5,0.4,-1.0,70.0*,-3.7,-0.4,0.8
CC1SC2(NC1=O)C1CC3CC(C1)CC2C3 (stereo unspecified),1.1,-13.9,0.9,8.8,-0.9,0.5,1.8,-0.2,-3.3,-0.3,1.1

# Source: PubChem (several laboratories)
